Screening results from PubChem BioAssay.
HGIII-sPLA2 inh: Inhibits HGIII-sPLA2 liposome hydrolysis, primary screen. inhibition, % at 12.2 µM. Q9NZ20. 370,000 tested, 0.56% active. QFRET BODIPY PC-A2 liposome hydrolysis, fluorescence;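 active = inhibition above mean plus 3 SD of compounds lying within the high and low control bounds, cut at about 19% in these data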;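 note: 0% = median of test compound wells and 100% = no enzyme DMSO wells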
Target sequence (Q9NZ20 whole entry, looked up): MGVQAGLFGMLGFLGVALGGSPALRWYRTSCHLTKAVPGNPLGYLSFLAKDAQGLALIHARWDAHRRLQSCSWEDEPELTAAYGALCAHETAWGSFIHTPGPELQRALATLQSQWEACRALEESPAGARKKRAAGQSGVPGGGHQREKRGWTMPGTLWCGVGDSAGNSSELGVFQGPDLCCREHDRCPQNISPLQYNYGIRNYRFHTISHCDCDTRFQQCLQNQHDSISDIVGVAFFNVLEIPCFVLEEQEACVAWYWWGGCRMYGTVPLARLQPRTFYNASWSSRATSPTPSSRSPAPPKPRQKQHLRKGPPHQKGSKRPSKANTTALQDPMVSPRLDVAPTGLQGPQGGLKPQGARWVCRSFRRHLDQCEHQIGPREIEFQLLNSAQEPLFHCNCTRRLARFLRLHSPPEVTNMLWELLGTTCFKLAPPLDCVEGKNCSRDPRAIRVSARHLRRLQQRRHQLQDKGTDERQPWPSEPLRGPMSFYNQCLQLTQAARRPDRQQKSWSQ
ADAM10 inh: inhibitors of human ADAM10 | O14672 | recombinant ADAM10, EDANS/DABCYL FRET peptide cleavage, 3 h | inhibition, % at 7 µM | 370,000 tested, 0.62% active;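 active = inhibition above a per-campaign cutoff equal to the mean of compounds falling between control-based bounds plus 3 SD, cut at about 20% in these data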;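 note: 0% = DMSO wells while the 100% control is not disclosed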
proKLK7 act: proKLK7 (human) activation, primary screen; P49862; purified proKLK7, EDANS-DABCYL substrate fluorescence; 100% is mature enzyme control, 0% vehicle; activation, % at 7 µM; 370,000 tested, 0.9% active;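 active = activation above the mean of all tested compounds plus 3 SD, computed per campaign excluding outliers beyond control limits, cut at about 13% in these data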
Target sequence (P49862 whole entry, looked up): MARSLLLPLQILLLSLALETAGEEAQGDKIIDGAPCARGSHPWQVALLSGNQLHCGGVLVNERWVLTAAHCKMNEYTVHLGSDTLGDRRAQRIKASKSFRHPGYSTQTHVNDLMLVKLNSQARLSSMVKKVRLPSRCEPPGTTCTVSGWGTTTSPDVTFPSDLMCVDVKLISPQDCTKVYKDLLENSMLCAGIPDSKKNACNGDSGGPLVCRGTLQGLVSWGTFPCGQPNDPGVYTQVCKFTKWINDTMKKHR
rCAG RNA binder: r(CAG) repeat RNA binding. 370,000 tested, 1.3% active. AID 651821. TO-PRO-1 dye displacement fluorescence. inhibition, % at 3 µM;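 active = inhibition above the plate cutoff, the mean of all test compounds on that plate plus 3 SD, cut at about 35% in these data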;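 note: 0% = DMSO alone and 100% = 100 µM mitoxantrone as full dye displacement; higher means more dye released from RNA so lower well fluorescence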
NPR1 activator: GC-A (human) enzyme activation; HEK293 GC-A cells, cGMP TR-FRET, EC30 ANP; 0% at EC30 ANP, 100% saturating ANP; activation, % at 10 µM; 370,000 tested, 0.14% active; AID 1671463; in the data active = activation above about 40%
DDE Tn6 FP inh: inhibitors of Tn6 peptide binding to human fibrin DD(E); Fibrin DD(E) TRITC-Tn6 fluorescence polarization displacement; inhibition, % at 8.3 µM; 370,000 tested, 0.21% active; AID 720509;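 active = inhibition above a per-campaign cutoff: mean of compounds within control limits plus 3 SD, cut at about 15% in these data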;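 note: 0% = median of all compound wells on the plate and 100% = blocking peptide control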
ASAP1 inh: inhibitors of human ASAP1 ArfGAP activity | Q9ULH1 | ASAP1-stimulated ARF1 GTP hydrolysis, GDP FP detection | inhibition, % at 16.5 µM | 360,000 tested, 0.19% active | AID 624377; in the data active = inhibition above about 25%;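 note: 0% = vehicle with enzyme and substrate and 100% = no enzyme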
GC-B act: GC-B (human) receptor activation | activation, % at 10 µM | P20594 | 370,000 tested, 0.11% active | AID 1920062 | HEK293-GC-B cells, CNP EC30, cGMP TR-FRET; 0% at EC30 CNP, 100% saturating CNP;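 active = activation at 10 µM reaching about 35% in either raw or pattern-adjusted values, limit read from the data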
ARFGAP1 inhibitor: rat ARFGAP1 inhibition | 360,000 tested, 0.26% active | inhibition, % at 16.5 µM | Arfgap1-stimulated ARF1 GTP hydrolysis, GDP FP detection;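 active = inhibition above a per-plate limit, mean inhibition of low control wells plus 3 SD, cut at about 25% in these data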;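 note: 0% = DMSO wells with enzyme and 100% = wells lacking Arfgap1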
Target sequence (Q62848 1-136 limits assumed): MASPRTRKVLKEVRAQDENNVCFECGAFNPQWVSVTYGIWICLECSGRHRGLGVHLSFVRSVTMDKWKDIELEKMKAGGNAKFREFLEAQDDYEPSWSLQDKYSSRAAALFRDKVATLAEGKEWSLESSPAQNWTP
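Assay system: Rat Arfgap1 GAP domain (His6, aa 1-136), purified enzyme | Buffer or medium: HEPES 25 mM pH 7.5, NaCl 150 mM, MgCl2, DTT | Schedule: GTP hydrolysis reaction 2 h at 25 °C | Signal: FP of antibody-bound GDP Alexa 633 tracer, ex 620/em 688 nm | Measure: Percent inhibition of Arfgap1-stimulated GTP hydrolysis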
FXN GAA850 act: increases GAA850 frataxin promoter reporter activity | HEK293 lucGAA850 FXN promoter luciferase reporter, 24 h; percent of 10 µM SAHA response | 360,000 tested, 0.56% active | activation, % at 6 µM;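 active = activation above the average of all compounds screened plus 3 SD, cutoff fixed separately per campaign, cut at about 7.5% in these data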;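 note: 0% = DMSO wells and 100% = 10 µM SAHA wells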
Starred values were filed as active, the others as inactive; i = inactive; . = not tested or not shown.

SMILES	HGIII-sPLA2 inh	ADAM10 inh	proKLK7 act	rCAG RNA binder	NPR1 activator	DDE Tn6 FP inh	ASAP1 inh	GC-B act	ARFGAP1 inhibitor	FXN GAA850 act
Cc1onc(-c2c(Cl)cccc2Cl)c1C(=O)O/N=C(\C#N)c1c(Cl)cccc1Cl	-8.3	-2.4	-0.4	0.3	4.4	2.7	-5.9	6.5	-0.3	1.0
COc1ccc(C(=O)Nc2ccc(NC(=O)c3ccccc3F)cn2)cc1	6.9	-3.2	-0.3	1.7	5.7	1.0	-2.3	-5.4	5.2	-0.7
COc1ccc(CNC(=O)Cn2cc(C)c(=O)[nH]c2=O)cc1	3.8	3.1	0.6	2.1	1.2	-6.0	-5.5	-7.4	3.9	-1.4
CCOC(=O)C1CCN(S(=O)(=O)c2cc3c4c(c2)C(C)C(=O)N4CCC3)CC1 (stereo not drawn)	-11.2	-15.1	0.9	7.6	3.0	1.6	7.4	1.5	0.6	-0.8
COc1ccc(Oc2nc(-c3ccccc3)ncc2C(=O)O)cc1	1.9	9.7	0.8	0.0	-0.6	-4.1	-11.0	-6.0	2.0	1.2
CS(=O)(=O)N(CC(=O)Nc1cccc(F)c1)Cc1ccccc1	-3.7	-7.1	-0.5	-3.9	2.6	2.0	3.5	4.4	-5.8	3.2
Cc1cc(C)n(Cc2ccccc2Cl)n1	9.6	2.5	-0.2	-1.0	1.6	7.1	15.6	-0.2	-0.2	-0.2
COCCn1c(SC(C)C(=O)Nc2ccc3c(c2)OCCO3)nc2ccccc2c1=O (stereo not drawn)	10.1	0.2	0.2	-4.0	-1.0	5.1	7.8	2.7	0.2	-0.4
O=C(Nc1ccc2ccccc2c1)NC1CCS(=O)(=O)C1 (stereo not drawn)	-1.8	-4.8	0.3	0.9	-5.4	-0.8	7.4	1.4	-5.9	0.1
O=C(CCNS(=O)(=O)c1ccc(F)c(F)c1)NCCN1CCOCC1	4.4	-11.4	0.1	0.9	0.3	5.9	-16.6	1.8	2.0	0.8
Cc1ccc(-n2c(COc3ccccc3)n[nH]c2=S)cc1	4.5	-7.3	-0.2	1.2	-5.4	7.8	7.3	1.1	-3.6	1.0
CC(C)(C)n1cnc2cc(NC(=O)c3ccccc3)ccc21	-2.9	1.3	0.3	-4.9	0.6	0.9	1.2	1.6	0.3	2.5
O=C(COC(=O)c1cccc(S(=O)(=O)N2CCCCCC2)c1)Nc1ccccc1	-16.1	2.9	0.7	1.6	0.9	8.7	-0.7	3.8	3.2	-0.2
COC(=O)C1=C(C(=O)OC)[C@@H]2Nc3ccccc3[C@@]23C[C@@H](C(=O)OC)N(C(=O)NC2CCCCC2)C3=N1	3.8	-7.4	-0.5	6.6	0.8	-10.0	4.3	0.7	-9.2	.
CN(C)C(/C=C/Nc1ccc(Br)cc1)=C(C#N)C#N	1.4	8.3	-0.4	-0.9	-1.9	-0.8	-6.9	-1.6	6.5	0.8
CC(C)(C)[C@H]1COC(=O)CCCC/C=C\C[C@H](CC(=O)N(CCO)Cc2ccccc2)C(=O)N1	-0.4	-4.8	0.2	0.1	4.2	-3.4	-2.3	2.5	-4.6	-0.9
O=C(NC(NCc1ccccc1)C(Cl)(Cl)Cl)c1cccnc1 (stereo not drawn)	1.5	-4.8	0.0	1.6	-3.0	-1.7	-6.7	-2.2	2.4	-1.6
CC(On1nnc2ccc(S(=O)(=O)N3CCOCC3)cc21)C(=O)Nc1ccccc1F (stereo not drawn)	2.8	1.3	0.3	-0.8	-1.2	4.9	5.0	3.3	9.1	0.9
O=C(COC(=O)/C=C/c1cccc(Cl)c1)NC1CCCC1	6.5	-4.4	0.1	2.9	1.1	0.3	-3.9	-4.9	-4.1	2.1
CC(C)(C)OC(=O)N1CCOCCOCCNCCOCCOCC1	5.4	-9.5	-0.6	-1.1	2.1	-0.5	-4.9	8.8	-2.1	-3.0
C/C(=N\OCC(=O)Nc1nc2ccccc2s1)c1ccccc1	19.3*	-2.1	0.5	-1.6	1.0	1.1	-2.7	-3.0	-2.7	0.2
CC(=O)N1CCC(c2c[nH]c3ccccc23)CC1	0.4	0.4	-0.7	-3.7	2.2	4.2	-7.1	-0.9	4.5	0.0
Cc1noc(C)c1S(=O)(=O)N1CCC(C(=O)N2CCN(Cc3ccc4c(c3)OCO4)CC2)CC1	0.0	5.3	0.1	-5.4	1.9	-9.2	3.3	1.4	6.3	0.0
CN(c1ccccc1)c1nc(N)c([N+](=O)[O-])c(NCCO)n1	9.8	4.5	0.2	-3.4	7.3	0.5	-1.2	-0.5	2.7	4.4
O=C(NCc1ccco1)C1CCN(S(=O)(=O)c2cccc3cccnc23)CC1	3.0	-9.3	0.2	2.7	-3.0	2.8	5.7	1.6	4.6	0.5
O=C(Nc1ccccn1)c1cc(-c2cccc(Cl)c2)nc2ccccc12	7.5	0.4	-2.8	4.0	-5.2	-4.8	0.9	-2.1	3.6	1.1
Oc1c(Br)cc(Br)cc1C=Nc1cccnc1	-2.7	-5.2	-0.6	1.1	0.2	4.2	11.5	4.1	-8.7	0.7
Cc1ccc(Nc2nnc(SCC(=O)Nc3cccc(S(=O)(=O)N4CCCCC4)c3)s2)cc1	-31.2	26.6*	-0.1	7.6	-2.7	-6.2	14.8	-9.3	5.6	0.2
CCN1CCc2c(sc(NC(=S)NC(=O)c3ccccc3)c2C#N)C1	-7.5	-0.9	0.2	4.5	4.8	-4.3	5.2	1.9	11.0	3.2
CCCCN1C(=O)C(CC(=O)NCc2cccs2)CC(C(=O)N2CCCCCC2)=C1C (stereo not drawn)	-0.3	2.7	0.6	-0.2	-2.9	0.1	-1.5	7.9	-1.2	.
Cc1nc(N)c(C#N)c(-c2ccccc2Cl)c1C	-1.7	-113.6	-1.8	-0.8	3.7	3.1	0.1	-6.2	4.4	7.0
O=C(CCn1cnc2ccccc2c1=O)Nc1nc(-c2ccc(Br)cc2)cs1	4.4	5.1	-0.5	2.5	-8.0	0.9	-1.2	-19.6	-5.8	1.4
O=c1ccc(-c2nc3cc(Cl)ccc3n2Cc2ccccc2)c[nH]1	-14.2	-8.7	0.3	-5.7	-19.5	0.5	-0.8	-18.7	-12.9	3.3
O=C(CCc1nc2ccccc2c(=O)[nH]1)Nc1cc(Cl)ccc1N1CCCCC1	-10.7	7.9	0.4	9.4	-22.2	1.3	-1.3	-15.4	-6.5	0.8
Cc1nc2ccc(NC(=O)C3CCN(S(=O)(=O)c4cccs4)CC3)cc2s1	-9.8	9.0	0.2	5.3	-2.5	-5.7	8.8	-6.6	25.0*	1.7
CCCCN1c2cc(C)c(O)cc2C(C(=O)OCC)C1C (stereo not drawn)	-10.4	-2.9	0.3	-1.9	0.1	-4.0	-2.0	7.1	1.4	.
Cc1cc2oc(C(=O)Nc3ccc(S(=O)(=O)Nc4onc(C)c4C)cc3)cc(=O)c2cc1Cl	1.5	-4.6	0.3	28.1	-1.7	-3.0	0.5	-1.0	18.7	1.2
O=C(CCN1CCc2ccccc2C1)Nc1ccc(F)cc1	0.3	5.5	0.2	-4.4	3.0	-5.2	9.8	3.3	0.4	2.3
O=c1onc(-c2ccc(Cl)cc2Cl)n1-c1cccnc1	-2.2	-3.5	-0.5	-3.8	4.0	10.6	-4.6	1.4	8.2	0.4
N#CC1=C(O)C(c2ccccc2)n2c1nc(=O)c1ccccc12 (stereo not drawn)	-1.3	i	1.7	6.5	7.8	0.9	-15.0	2.5	0.6	2.5
O=C(CSc1nc2[nH]ncc2c(=O)[nH]1)Nc1cc(C(F)(F)F)ccc1Cl	-1.9	-8.8	0.5	5.5	-2.9	6.3	3.5	-0.1	-11.7	2.2
O=C(O)c1cccc(N2C(=O)c3cccc4cccc(c34)C2=O)c1	2.2	-14.7	0.8	2.1	2.8	6.6	3.3	-1.1	3.9	2.2
Cc1cccc(Nc2ccc(C(=O)N3CCOCC3)cn2)c1	0.3	-6.3	0.0	-0.2	2.9	5.5	-2.2	0.2	2.9	5.0
C[C@@H](NC(=O)c1ccccc1OCC(=O)Nc1ccc(I)cc1)C(=O)N(C)Cc1ccccc1	-8.8	8.3	-0.3	5.0	-9.1	-2.2	.	-12.2	.	.
COC(=O)c1ccccc1NC(=O)Cn1nc(C(F)(F)F)c2c1CCC2	11.3	2.5	-0.7	-2.6	-3.4	-0.4	-7.6	-4.9	10.1	2.2
COC(=O)Cc1csc(Nc2ccccc2)n1	3.0	6.9	-0.5	-0.8	3.1	2.1	-4.7	0.3	0.9	4.4
Nc1ncnc(Nc2ccccn2)c1[N+](=O)[O-]	7.8	-8.8	0.5	-1.8	-2.4	-7.1	4.2	-3.0	-0.5	0.6
CSc1cccc(NC(=S)N2CCC(N(C)C3CCCC3)CC2)c1	19.4*	3.0	-0.1	-4.2	4.9	3.2	-8.5	-1.0	6.7	1.3
Cc1nc(CCNC(=O)Cc2ccc(F)cc2)cs1	0.9	-8.1	-0.3	0.7	-1.4	2.4	-6.3	0.1	16.0	1.0
Cc1ccc(C(=O)N[C@H](C(=O)OCC(=O)NC2CCS(=O)(=O)C2)C(C)C)cc1 (stereo partly drawn)	0.8	5.9	0.5	-1.1	-0.6	-0.7	-1.7	0.4	8.3	1.9

(cont.)
SMILES	HGIII-sPLA2 inh	ADAM10 inh	proKLK7 act	rCAG RNA binder	NPR1 activator	DDE Tn6 FP inh	ASAP1 inh	GC-B act	ARFGAP1 inhibitor	FXN GAA850 act
Oc1ccc(C[C@H]2CNC(=S)N2CC2CCCN2C[C@H](Cc2ccc(O)cc2)N2C[C@H](Cc3ccc(O)cc3)N(CC3CCCCC3)C2=S)cc1 (stereo partly drawn)	-14.6	22.2*	-0.5	15.0	-3.1	25.9*	-4.4	2.1	9.6	1.8
CC(=O)Nc1ccc(OC(F)(F)Cl)cc1	-4.7	-6.0	-0.7	-1.3	5.2	5.9	2.8	1.2	-2.8	2.7
CCN(CC(=O)NCc1ccc(F)cc1)C(=O)c1ccc(Cl)cc1	-7.5	-5.4	0.1	0.6	4.2	-2.5	7.4	-9.7	-9.1	0.8
O=C(NCCCCCCNC(=O)OCc1ccccc1)OCc1ccccc1	5.5	-4.6	-0.2	-0.3	-1.2	2.3	5.4	-2.2	0.5	1.4
O=C(COCc1cc(-c2ccco2)on1)NC1CCCCC1	2.5	11.3	-0.2	-1.2	0.7	1.0	-2.8	-0.1	9.4	1.0
O=C(c1cnccn1)N1CCc2c([nH]c3ccccc23)C1c1cccc(Cl)c1 (stereo not drawn)	-18.1	7.1	0.0	-2.5	-8.1	-2.7	11.3	-7.4	4.5	-0.2
CCOc1ccc(N2C(=O)Nc3ccccc3C2(O)C(=O)NCc2ccc(C)cc2)cc1 (stereo not drawn)	3.9	-0.1	-0.3	0.1	0.9	2.2	3.2	0.1	6.1	-1.5
